PI5P4K alpha inh: blocks human PI5P4K alpha kinase activity | AID 652105 | max response, % | actives 1.2% (n = 330,000) | P48426 | PI5P4Kalpha enzyme, ADP-Glo luminescence, 60 min; hits give low values; active = max response of -50% or lower; inconclusive = between -30% and -50%; inactive = -30% or higher; note: value at the top dose of about 77 µM; % is set by controls: 0 for no effect and ±100 for the full control effect
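ADP-Glo luminescence end-point after a 60 min room-temperature kinase reaction. PI5P4Kalpha and substrate in HEPES pH 7.4 buffer with EGTA, 0.1% CHAPS and 5% DMSO; ATP at 5 microM final.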
GLP1R inv ag: GLP-1 receptor (human) inverse agonism | P43220 | HEK293 GLP-1R CRE-luciferase, luminescence, 24 h; GLP-1R form is constitutively active | Potency, µM (highest dose often 38.3 µM), inactives show top-dose activity change, negative = inhibition, hits mostly inhibitors | actives 1.6% (n = 410,000) | AID 624417; note: potency is the fitted concentration of half-maximal effect; % is set by controls: 0 for no effect and ±100 for the full control effect; nearly all actives have a fitted effect of over 55% in size
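Inverse agonism was detected as reduced cAMP-driven luciferase luminescence after 24 h compound treatment. The cells were HEK293 clones expressing constitutively active human GLP-1R with the reporter. Reporter-only and GPR119 cell lines served as counterscreen controls.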
WRN helicase inh: inhibitors of human WRN helicase; Q14191; Potency, µM (series often up to 114 µM), without a hit: at the top dose activity change, negative = inhibition, hits mostly inhibitors; WRN helicase unwinding, fluorescent forked duplex, kinetic; actives 0.46% (n = 360,000); note: potency is the fitted concentration of half-maximal effect; % is set by controls: 0 for no effect and ±100 for the full control effect; nearly all actives have a fitted effect of over 55% in size
Target sequence (Q14191 whole entry, looked up): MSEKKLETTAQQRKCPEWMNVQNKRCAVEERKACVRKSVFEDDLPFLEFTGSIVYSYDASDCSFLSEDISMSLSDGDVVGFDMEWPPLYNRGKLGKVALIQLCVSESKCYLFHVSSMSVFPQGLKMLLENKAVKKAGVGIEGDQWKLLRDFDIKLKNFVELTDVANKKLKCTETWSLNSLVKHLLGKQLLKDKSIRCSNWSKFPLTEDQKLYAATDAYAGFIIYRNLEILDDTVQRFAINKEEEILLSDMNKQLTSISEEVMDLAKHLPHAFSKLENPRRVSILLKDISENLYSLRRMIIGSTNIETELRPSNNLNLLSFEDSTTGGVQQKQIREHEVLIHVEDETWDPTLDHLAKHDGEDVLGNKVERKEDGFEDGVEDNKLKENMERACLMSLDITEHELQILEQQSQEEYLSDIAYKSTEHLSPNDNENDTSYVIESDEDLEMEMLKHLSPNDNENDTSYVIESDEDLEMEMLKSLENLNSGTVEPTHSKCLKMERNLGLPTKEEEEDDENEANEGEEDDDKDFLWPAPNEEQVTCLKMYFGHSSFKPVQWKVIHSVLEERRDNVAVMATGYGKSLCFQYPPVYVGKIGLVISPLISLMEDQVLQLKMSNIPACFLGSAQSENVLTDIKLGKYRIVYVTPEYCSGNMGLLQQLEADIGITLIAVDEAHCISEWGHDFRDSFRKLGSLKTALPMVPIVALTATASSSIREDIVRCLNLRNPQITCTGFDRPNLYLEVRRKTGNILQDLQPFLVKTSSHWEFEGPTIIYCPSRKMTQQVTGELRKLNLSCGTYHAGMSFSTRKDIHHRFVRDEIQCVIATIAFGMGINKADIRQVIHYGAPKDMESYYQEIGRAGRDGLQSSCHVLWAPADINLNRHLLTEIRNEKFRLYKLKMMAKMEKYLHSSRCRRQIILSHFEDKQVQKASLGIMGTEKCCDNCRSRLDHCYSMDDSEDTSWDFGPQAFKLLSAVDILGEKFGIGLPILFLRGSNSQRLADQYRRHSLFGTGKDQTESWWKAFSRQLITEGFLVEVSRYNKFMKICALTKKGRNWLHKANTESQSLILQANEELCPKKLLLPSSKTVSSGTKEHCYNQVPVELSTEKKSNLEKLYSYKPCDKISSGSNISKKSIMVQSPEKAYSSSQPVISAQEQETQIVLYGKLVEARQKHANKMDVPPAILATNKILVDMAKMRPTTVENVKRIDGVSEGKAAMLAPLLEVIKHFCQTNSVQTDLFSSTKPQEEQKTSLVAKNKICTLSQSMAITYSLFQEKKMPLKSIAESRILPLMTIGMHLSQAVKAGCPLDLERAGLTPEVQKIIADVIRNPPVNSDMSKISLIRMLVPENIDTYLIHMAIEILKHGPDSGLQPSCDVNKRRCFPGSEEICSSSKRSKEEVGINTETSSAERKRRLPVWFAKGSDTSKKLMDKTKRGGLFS
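WRN at 20 nM final was preincubated with compound for 15 min at room temperature; reaction started with 100 nM forked duplex oligonucleotide carrying fluorophore and quencher plus 2 mM ATP (final). Unwinding followed kinetically by red fluorescence (ex 525/em 598 nm).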
IL2 activator: activates IL-2 in a cell-based reporter assay. IL-2 activation reporter assay, cell-based qHTS; stimulated with anti-CD3/CD4/CD28 beads; in transgenic mouse T cells. activation, % (series mostly up to about 46 µM). actives 0.065% (n = 360,000). AID 652025; in the data active = activation above about 50%; inconclusive = mostly about 30% to 49%; note: 0% is about no effect
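Using fluorescent plate cytometry, EGFP and DsRed are detected in transgenic mouse T cells stimulated 18 h at 37 degrees C with antibody-coated beads after 60 min compound pretreatment.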
DRD3 antagonist: antagonists of human D3 dopamine receptor; D3R cells, DiscoveRx beta-arrestin luminescence, antagonist mode; hits give low values; actives 2.5% (n = 360,000); max response, negative = inhibition, %; P35462; AID 652054; in the data active = max response below about -50%; inconclusive = no clear call, values can overlap the other calls; note: % is set by controls: 0 for no effect and ±100 for the full control effect; mostly tested at two doses, the higher about 12 µM
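Cells expressing the human receptor were seeded at 1500 cells/well, incubated overnight at 37 degrees C in 5% CO2, then exposed to library compounds with dopamine controls for 90 minutes at 37 degrees C before luminescent detection.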
HEK293 tox: cytotoxicity in counter-screen for GLP-1R inverse agonists | HEK293 cAMP-luciferase reporter cells, luminescence, 24 h | Potency, µM (highest dose often 38.3 µM), inactives show at the highest dose activity change, negative = inhibition, usual class: inhibitors | actives 0.13% (n = 410,000);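 note: loss of luciferase light is scored as toxicity; potency is the fitted concentration of half-maximal effect; % is set by controls: 0 for no effect and ±100 for the full control effect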
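MLSMR compounds, 24 hr on cells at 37 deg C/5% CO2; luminescence after luciferase reagent (12 min RT). Inhibition counted as the undesired cytotoxic outcome.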
DRD3 agonist: activates the human D3 dopamine receptor | max activation, % | AID 652048 | D3R DiscoveRx beta-arrestin cells, luminescence, 90 min | P35462 | actives 0.58% (n = 410,000); in the data active = max activation above about 30%; note: 0% is about no effect; mostly tested at two doses, the higher about 12 µM
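Agonist-mode cell screen: cells plated at 1500/well and incubated overnight at 37 °C, then exposed to library compounds for 90 min at 37 °C. Detection reagent was added for 30–60 min at room temperature, and luminescence was read.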
GLP1R ag: agonists of human GLP-1 receptor. Potency, µM (highest dose often 45.6 µM), inactives show at the highest dose activation, actives largely listed as activators. actives 0.007% (n = 380,000). HEK293 GLP-1R CRE-luciferase, luminescence, 4-6 h; cells express a hypersensitive GLP-1R form; note: potency is the fitted concentration of half-maximal effect; % of control where 0% means no effect
PLK1 PBD inh: PLK1 (human) polo-box domain binding inhibition; AID 720504; actives 2.8% (n = 360,000); Potency, µM, inactives show max response, negative = inhibition, most hits filed as inhibitors; Plk1 PBD binding of FITC phosphopeptide, fluorescence polarization; note: potency is the fitted concentration of half-maximal effect; series mostly up to about 57 µM; % is set by controls: 0 for no effect and ±100 for the full control effect; nearly all actives have a fitted effect of over 65% in size
Starred values were filed as active, the others as inactive; ? = inconclusive; / = no result given; [ ] = dose if it differs, or a comment. Unless noted, calls come from the whole dose curve; as a rule, active = well fitted curve in the direction sought with a large enough effect; inconclusive = small, poorly fitted or top-dose-only effect, or another doubt; inactive = no such curve, though single readings can be large; an effect the other way counts as inactive or inconclusive.

1: CC1=CC(C)[C@@H]2COC(c3ccc(O)cc3)[C@H]1C2C (some centres undefined)
2: N/C(=N\OC(=O)c1cccc2ccccc12)c1ccncc1
3: CCCC(=O)N(c1ccc(OC)cc1)C1C=CS(=O)(=O)C1 (centres undefined)
4: CC(C)c1cc(C(=O)NCCc2ccccc2)no1
5: CCN1CCC(O)(C#Cc2ccccc2)CC1
6: O=C(Nc1ccc2nc(-c3cccs3)[nH]c2c1)c1ccco1
Screen / compound no.	1	2	3	4	5	6
PLK1 PBD inh	-11.2%	1.5%	-2.1%	-14.2%	-2.3%	0.1%
IL2 activator	-0.2	0.8	-1.2	-0.5	1.9	-1.4
DRD3 agonist	1.9	12.1	3.9	3.6	-9.8	-4.1
GLP1R ag	?	8.3%	1.6%	-4.4%	11.6%	10.6%
GLP1R inv ag	?	1.6%	8.9%	-19.4%	-11.6%	97.2%[activator]
DRD3 antagonist	-8.4	27.4	-6.7	8.3	11.4	14.1
HEK293 tox	-5.2%	-9.9%	4.5%	7.0%	-3.1%	-7.2%
WRN helicase inh	-1.6%	-2.1%	-11.2%	-3.3%	1.7%	-18.8%
PI5P4K alpha inh	3.2	2.6	/	7.2	-2.2	-12.1

Nos. 1 through 2, quoted:
1: CC1=CC(C)[C@@H]2COC(c3ccc(O)cc3)[C@H]1C2C (some centres undefined)
2: N/C(=N\OC(=O)c1cccc2ccccc12)c1ccncc1
Screen / compound no.	1	2
PLK1 PBD inh	-11.2%	1.5%
IL2 activator	-0.2	0.8
DRD3 agonist	1.9	12.1
GLP1R ag	?	8.3%
GLP1R inv ag	?	1.6%
DRD3 antagonist	-8.4	27.4
HEK293 tox	-5.2%	-9.9%
WRN helicase inh	-1.6%	-2.1%
PI5P4K alpha inh	3.2	2.6

The main list resumes, starting 2 compounds before the break.
5: CCN1CCC(O)(C#Cc2ccccc2)CC1
6: O=C(Nc1ccc2nc(-c3cccs3)[nH]c2c1)c1ccco1
7: Cc1ccc(-c2ccc(CCC(=O)O)n2-c2cccc(C(=O)O)c2)cc1
8: COc1cc(OC)cc(C(=O)NC(C)CCc2ccccc2)c1 (centres undefined)
9: COc1cccc(S(=O)(=O)N(C)C[C@@H]2OCc3cn(nn3)CCCC(=O)N([C@H](C)CO)C[C@H]2C)c1
10: COc1ccc2nc(C)cc(SCC(=O)N/N=C/c3c(OC)ccc4ccccc34)c2c1
11: CC(CN1C(C)CCCC1C)OC(=O)c1ccccc1Br (centres undefined)
12: COc1ccc(CC(C)N2CCN(Cc3ccccc3)CC2)cc1OC (centres undefined)
Screen / compound no.	5	6	7	8	9	10	11	12
PLK1 PBD inh	-2.3%	0.1%	-8.8%	-0.8%	-27.4%	-6.8%	-8.3%	-13.5%
IL2 activator	1.9	-1.4	0.2	-3.6	-2.7	9.0	0.3	0.1
DRD3 agonist	-9.8	-4.1	-3.8	-5.7	-8.1	0.6	1.6	-17.2
GLP1R ag	11.6%	10.6%	-4.1%	10.7%	7.5%	-2.6%	8.5%	-3.5%
GLP1R inv ag	-11.6%	97.2%[activator]	19.2%	?	7.1%	12.1%	-25.0%	0.1%
DRD3 antagonist	11.4	14.1	10.8	-11.5	-17.9	5.3	10.0	-14.6
HEK293 tox	-3.1%	-7.2%	-1.6%	-1.6%	-1.0%	3.3%	-3.7%	-2.1%
WRN helicase inh	1.7%	-18.8%	-1.3%	2.6%	-1.6%	-13.4%	11.4%	6.9%
PI5P4K alpha inh	-2.2	-12.1	-10.1	-1.1	2.7	-10.5	-6.2	-1.6

13: N#CC1=C2SCN(Cc3ccccc3)CN2C(=O)CC1c1ccc2c(c1)OCO2 (centres undefined)
14: NC(=O)C(c1cccc(Cl)c1)c1ncc(C(F)(F)F)cc1Cl (centres undefined)
15: COc1ccc(C(CC(=O)O)n2cnnn2)cc1 (centres undefined)
16: COc1cccc(CN(C)C(=O)Cn2cc(C)c(=O)[nH]c2=O)c1
17: CCOC(=O)c1cc2c(=O)n3ccccc3nc2n(CC2CCCO2)c1=NC(=O)/C=C/c1ccccc1 (centres undefined)
18: CN(CC(=O)Nc1ccc(Cl)cc1)C(=O)C1=COCCO1
Screen / compound no.	13	14	15	16	17	18
PLK1 PBD inh	18.9µM*	-3.2%	-16.3%	-16.8%	-10.6%	-6.8%
IL2 activator	2.8	-1.2	-0.7	0.1	-2.6	0.8
DRD3 agonist	1.6	2.9	-3.1	-16.5	5.1	-6.6
GLP1R ag	1.2%	1.3%	0.4%	-3.3%	13.3%	1.3%
GLP1R inv ag	-8.2%	-20.9%	3.2%	7.7%	69.6%[activator]	-0.9%
DRD3 antagonist	-10.0	-10.0	8.3	-7.8	13.1	6.2
HEK293 tox	1.3%	4.7%	0.0%	2.8%	77.4%[activator]	-0.4%
WRN helicase inh	-34.5%	-7.5%	-7.9%	-14.3%	10.8%	-6.0%
PI5P4K alpha inh	-58.0*	/	3.7	-0.9	-7.0	0.1

19: Cc1cccc(C(=O)Nc2ccccc2N2CCN(c3ccc(F)cc3)CC2)c1
20: Cc1occc1-c1nnc(SCC(=O)c2ccc(Cl)cc2)n1CC1CCCO1 (centres undefined)
21: Cn1c(=O)c2c(nc(CN3CCCCC3)n2CCCc2ccccc2)n(C)c1=O
22: O=C1OC(O)c2cccc3cccc1c23 (centres undefined)
23: CN1CCN(C(=O)C2=C[C@H](c3ccc(Br)cc3)C[C@H](OCCCCO)O2)CC1
24: CC[C@H]1C(=O)[C@@H](Cc2ccccc2)[C@@H]2CCN3C(=O)CCC[C@H]1[C@H]23
Screen / compound no.	19	20	21	22	23	24
PLK1 PBD inh	-4.7%	-8.9%	?	11.0%	-0.6%	2.5%
IL2 activator	-0.2	-2.1	-0.1	4.9	-0.4	0.0
DRD3 agonist	15.6	0.8	-0.5	5.0	-36.4	2.1
GLP1R ag	-0.3%	-0.5%	4.8%	-2.6%	-3.2%	0.5%
GLP1R inv ag	6.6%	1.3%	-11.6%	-25.1%	-1.8%	0.0%
DRD3 antagonist	8.5	?	6.5	-7.8	-9.4	15.3
HEK293 tox	-1.4%	-24.0%	-2.3%	-24.0%	1.8%	-2.0%
WRN helicase inh	-18.4%	-1.4%	-14.0%	-5.8%	4.2%	-5.9%
PI5P4K alpha inh	5.2	1.2	-9.8	-1.0	0.1	-1.2

Results in PI5P4K alpha inh and HEK293 tox (four entries from above):
cpd	mol	PI5P4K alpha inh	HEK293 tox
23	CN1CCN(C(=O)C2=C[C@H](c3ccc(Br)cc3)C[C@H](OCCCCO)O2)CC1	0.1	1.8%
11	CC(CN1C(C)CCCC1C)OC(=O)c1ccccc1Br (centres undefined)	-6.2	-3.7%
13	N#CC1=C2SCN(Cc3ccccc3)CN2C(=O)CC1c1ccc2c(c1)OCO2 (centres undefined)	-58.0*	1.3%
4	CC(C)c1cc(C(=O)NCCc2ccccc2)no1	7.2	7.0%
